# Screening results as filed in PubChem.
# ALDH1A1 inh: qHTS Assay for Inhibitors of Aldehyde Dehydrogenase 1 (ALDH1A1); AID 1030, 2008; Purified ALDH1A1, NADH fluorescence, propionaldehyde substrate; actives 7.3% (n = 220,000); Potency, µM (top dose mostly 75.3 µM), for inactives: top-dose activity, negative = inhibition, usual class: inhibitors; Aldehyde dehydrogenase 1A1 (Homo sapiens), P00352; active = well fitted inhibition curve with a large enough effect, not every such curve was filed as active; inconclusive = small, poorly fitted or top-dose-only effect, or another doubt; inactive = no such curve, though single readings can be large or run the other way;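 note: plate controls were no enzyme wells and a reference inhibitor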
# SMN2 splice enh: qHTS Assay for Enhancers of SMN2 Splice Variant Expression; HEK293 SMN2-luciferase splicing reporter, luminescence, 30-36 h; Potency, µM (titrated, usually from 46.1 µM), for the others: at the highest dose activity change, positive = activation, most hits filed as activators; actives 2.8% (n = 210,000); AID 1458, 2008; note: % of control where 0% means no effect; nearly all actives have a fitted effect of over 55% in size
#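 HEK293 cells carry an SMN2 minigene-luciferase reporter in which exon 7 inclusion puts luciferase in frame. Cells were seeded at 2000 cells/well, attached for 10-12 hours, then exposed to compounds for 30-36 hours at 37C before ONE-Glo luminescence.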
# RGS12 GoLoco inh: qHTS Assay for Inhibitors of RGS12 GoLoco Motif Activity (Red Fluorophore); Potency, µM (titrated, usually from 61.6 µM), inactives show at the top dose activity, negative = inhibition, usual class: inhibitors; Gai1:RGS12 GoLoco peptide FP, rhodamine, 10 min; Guanine nucleotide-binding protein G(i) subunit alpha-1 (Homo sapiens), P63096; actives 0.44% (n = 230,000); active = well fitted inhibition curve with a large enough effect, not every such curve was filed as active; inactive = no such curve, though single readings can be large or run the other way; note: % is set by controls: 0 for no effect and ±100 for the full control effect; nearly all actives have a fitted effect of over 30% in size; many of its hits are not listed in these tables
# Target sequence (P63096 whole entry, looked up): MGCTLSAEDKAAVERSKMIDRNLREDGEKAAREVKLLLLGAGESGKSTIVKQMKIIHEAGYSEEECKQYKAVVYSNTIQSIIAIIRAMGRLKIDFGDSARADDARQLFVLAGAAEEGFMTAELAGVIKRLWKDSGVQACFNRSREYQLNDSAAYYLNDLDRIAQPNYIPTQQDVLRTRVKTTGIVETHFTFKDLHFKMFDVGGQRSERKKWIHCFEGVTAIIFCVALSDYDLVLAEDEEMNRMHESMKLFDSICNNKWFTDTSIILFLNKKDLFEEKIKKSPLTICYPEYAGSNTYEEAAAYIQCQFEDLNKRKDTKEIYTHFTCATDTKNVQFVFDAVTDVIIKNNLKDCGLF
# aGal spleen mod: qHTS Assay for Inhibitors and Activators of Human alpha-Galactosidase From Spleen Homogenate; Potency, µM (top dose mostly 80 µM), without a hit: at the highest dose activity change, negative = inhibition, actives largely listed as inhibitors; Alpha-galactosidase A (Homo sapiens), P06280; human spleen homogenate, 4MU-alpha-Gal fluorescence, 40 min; actives 0.008% (n = 240,000);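 note: 0% = enzyme with vehicle and -100% = no enzyme basal signal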
# Target sequence (P06280 32-429 limits assumed): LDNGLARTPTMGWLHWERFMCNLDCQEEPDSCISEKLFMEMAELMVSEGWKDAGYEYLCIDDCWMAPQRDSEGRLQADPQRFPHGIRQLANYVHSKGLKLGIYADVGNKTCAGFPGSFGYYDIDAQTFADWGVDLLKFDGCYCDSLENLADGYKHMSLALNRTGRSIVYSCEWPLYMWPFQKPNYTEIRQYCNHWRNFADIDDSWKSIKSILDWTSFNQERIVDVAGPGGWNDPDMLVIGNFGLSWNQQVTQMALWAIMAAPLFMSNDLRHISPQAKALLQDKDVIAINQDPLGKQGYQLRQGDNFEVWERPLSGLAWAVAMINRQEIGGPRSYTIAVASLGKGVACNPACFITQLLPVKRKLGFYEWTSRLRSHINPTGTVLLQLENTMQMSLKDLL
#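 qHTS titration in buffer at pH 5.0. Alpha-galactosidase activity in spleen homogenate was measured via 4-methylumbelliferone release from 1 mM fluorogenic substrate after 40 min at 37C and a pH 10 stop. AC50 came from Hill fits of control-normalized data.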
# GAA inh: qHTS Assay for Inhibitors of Human alpha-Glucosidase as a Potential Chaperone Treatment of Pompe Disease; AID 1466, 2008; Potency, µM (doses to about 76.9 µM), inactives show at the highest dose activity change, negative = inhibition, actives largely listed as inhibitors; purified human GAA, 4-MU-alpha-glucoside fluorescence; actives 0.005% (n = 200,000);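 note: plate controls were uninhibited enzyme wells for no effect and no-enzyme background for full effect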
#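 Endpoint fluorogenic read: 20 min room-temperature reaction of 4 nM human alpha-glucosidase with 400 uM 4-methylumbelliferyl-alpha-D-pyranoside, pH 5.0, quenched with 1M NaOH/1M glycine pH 10. AC50 from Hill modeling.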
# KDM4E inh: qHTS Assay for Inhibitors of Human Jumonji Domain Containing 2E (JMJD2E) | Lysine-specific demethylase 4E (Homo sapiens), B2RXH2 | JMJD2E catalytic domain, FDH-coupled NADH fluorescence (FDH is formaldehyde dehydrogenase) | Potency, µM (doses to about 57.1 µM), without a hit: top-dose activity change, negative = inhibition, most hits filed as inhibitors | actives 1.6% (n = 230,000) | AID 2147, 2009; active = well fitted inhibition curve with a large enough effect, not every such curve was filed as active; inconclusive = small, poorly fitted or top-dose-only effect, or another doubt; inactive = no such curve, though single readings can be large or run the other way;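 note: 0% = wells with enzyme and -100% = buffer wells without enzyme; nearly all actives have a fitted effect of over 50% in size; many of its hits are not listed in these tables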
# Target sequence (B2RXH2 1-337 limits assumed): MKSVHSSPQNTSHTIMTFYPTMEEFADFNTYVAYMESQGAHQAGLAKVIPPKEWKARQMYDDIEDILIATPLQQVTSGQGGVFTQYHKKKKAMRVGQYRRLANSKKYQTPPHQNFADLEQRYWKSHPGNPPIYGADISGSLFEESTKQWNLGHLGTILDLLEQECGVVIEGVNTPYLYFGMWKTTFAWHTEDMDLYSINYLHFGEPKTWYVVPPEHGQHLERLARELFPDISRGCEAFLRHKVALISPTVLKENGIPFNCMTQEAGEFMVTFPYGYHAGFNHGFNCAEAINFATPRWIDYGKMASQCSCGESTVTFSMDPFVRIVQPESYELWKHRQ
# GAA spleen mod: qHTS Assay for Inhibitors and Activators of Human alpha-Glucosidase From Spleen Homogenate; Lysosomal alpha-glucosidase (Homo sapiens), P10253; human spleen homogenate, 4-MU-alpha-glucoside fluorescence; Potency, µM (titrated, usually from 79.9 µM), for inactives: at the top dose activity change, negative = inhibition, usual class: inhibitors; actives 0.006% (n = 240,000); AID 2112, 2009;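 note: 0% = enzyme with vehicle and -100% = no enzyme basal signal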
#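 Compounds were titrated against alpha-glucosidase in spleen homogenate at pH 5.0, with 1 mM 4-methylumbelliferyl substrate for 40 min at 37 C. Reactions were quenched with pH 10 NaOH/glycine and fluorescence measured.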
# GAA glycogen: qHTS Assay for Inhibitors and Activators of Human alpha-Glucosidase Cleavage of Glycogen; Lysosomal alpha-glucosidase (Homo sapiens), P10253; recombinant GAA, glycogen substrate, Amplex Red glucose oxidase fluorescence; Potency, µM (top dose mostly 76.4 µM), for the others: at the highest dose activity change, negative = inhibition, hits mostly inhibitors; actives 0.38% (n = 300,000); AID 2100, 2009;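 note: 0% = full enzyme reaction and -100% = no-enzyme basal signal; the screen sought inhibitors and activators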
#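 Recombinant human enzyme (4 nM); glycogen substrate; 37 C, 40 min, pH 5.0. Readout: coupled glucose oxidase/Amplex Red fluorescence.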
# Starred values were filed as active, the others as inactive; ? = inconclusive; nt = not tested or not shown; & = joins results of further samples; [ ] = another dose, or the depositor's remark. Unless noted, calls come from the whole dose curve; as a rule, active = well fitted curve in the direction sought with a large enough effect; inconclusive = small, poorly fitted or top-dose-only effect, or another doubt; inactive = no such curve, though single readings can be large; an effect the other way counts as inactive or inconclusive. Potency is the fitted concentration of half-maximal effect.
SMILES,ALDH1A1 inh,SMN2 splice enh,RGS12 GoLoco inh,aGal spleen mod,GAA inh,KDM4E inh,GAA spleen mod,GAA glycogen
CCCCN(C(=O)CNC(=O)c1ccco1)C(C(=O)NC1CCCCC1)c1ccc(OC)cc1OC (configuration not stated),8%,0%,-2%,-3%,1%,4%,4%,-2%
Cc1ccc(C(=O)Nc2nc(-c3cc(Cl)sc3Cl)cs2)cc1,0%,-69%[inhibitor],0%,-3%,3%,?,-4%,4%
Cc1ccc(C(=O)O/N=C/c2ccc(N(C)C)cc2)cc1,?,nt,-2%,6%,?,?,2%,0%
COc1cccc(/C=N/N2CCN(c3ccccc3OC)CC2)c1,8%,13µM*,-3%,11%,?,-3%,1%,-29%
O=C(N/N=C1\CCCc2ccccc21)c1ccccc1Cl,4%,?,5%,1%,-8%,5%,6%,-10%
C/C(=N\NC(=O)CN(c1ccccc1)S(C)(=O)=O)c1ccccc1O,-6%,-2%,9%,-3%,-7%,18µM*,-2%,-2%
CN(C1CCCCC1)S(=O)(=O)c1ccc(-n2cnnn2)cc1,?,nt,nt,-9%,-8%,0%,9%,-1%
FCCCOc1ccc(-c2ccnc(-c3ccccc3)n2)cc1,1%,-8%,-3%,-2%,-10%,?,-4%,-5%
C=CCOc1nc(N(C)C)nc(N(C)C)n1,7%,3%,-9%,-2%,-5%,11%,-11%,11%
Cc1ccc(CN2CCN(Cc3ccc(O)cc3)CC2CCO)o1 (configuration not stated),?,nt,9%,-3%,?,-18%,4%,-8%
COc1c(C(=O)NNC(=O)c2ccccc2Cl)csc1Br,nt,nt,1%,1%,nt,0%,0%,3%
COCc1cc(/C=N\NC(=O)Cc2ccc(Cl)cc2)ccc1OC,0%,-30%[inhibitor],-2%,-2%,1%,14%,-2%,-10%
Cc1ccc2c(c1)c(CC(=O)Nc1ccc(C)c(F)c1)c(C(=O)O)n2C,2%,-17%&-5%,9%,-8%,-11%,?,-3%,14%[76.3 µM]
COc1cccc(C(=O)Cn2c(Br)nc3c2c(=O)n(C)c(=O)n3C)c1,0%,-36%[inhibitor],-2%,-6%,-1%,2%,-8%,-7%
O=C(c1ccco1)N1CCc2ccccc21,10%,73%,-2%,5%,4%,3%,8%,3%
C=CCSC1=NC(=O)/C(=C/c2cccs2)S1,?,20%,3%,-2%,?,5%,-2%,4%
CCCC(C)NNC(=O)c1cc2ccccc2[nH]1 (configuration not stated),13%,-6%,-5%,2%,2%,-10%,-6%,?
O=C(NN1C(=O)C2C3c4ccccc4C(c4ccccc43)C2C1=O)c1ccc(Cl)cc1 (configuration not stated),8%,4%[1.84 µM],-6%,14%,-2%,-4%,5%,-8%
Cc1cc(C)nc(NC(=O)c2cnc3sccn3c2=O)n1,?,-1%,-3%,6%,-3%,?,-2%,4%
COc1ccccc1OCCC(=O)O,6%,0%,0%,-4%,4%,-4%,-2%,-8%

# 2 entries drawn at random from those above:
SMILES,ALDH1A1 inh,SMN2 splice enh,RGS12 GoLoco inh,aGal spleen mod,GAA inh,KDM4E inh,GAA spleen mod,GAA glycogen
C=CCSC1=NC(=O)/C(=C/c2cccs2)S1,?,20%,3%,-2%,?,5%,-2%,4%
O=C(c1ccco1)N1CCc2ccccc21,10%,73%,-2%,5%,4%,3%,8%,3%

# Other entries
SMILES,ALDH1A1 inh,SMN2 splice enh,RGS12 GoLoco inh,aGal spleen mod,GAA inh,KDM4E inh,GAA spleen mod,GAA glycogen
O=C(Nc1c2c(nc3ccccc13)CCCC2)c1ccccc1F,-2%,-1%,3%,-3%,1%,-5%,-2%,14%
CCOC(=O)/C(C#N)=C/c1ccc(OCC(=O)Nc2ccc(C)c(C)c2)c(OC)c1,?,-11%[1.84 µM],-3%,0%,11%,-14%,-1%,7%
CCOC(=O)C1CCCN(S(=O)(=O)c2ccc(NC(C)=O)cc2)C1 (configuration not stated),2.8µM*,-43%[inhibitor],0%,8%,?,-9%,3%,-7%
O=C(CC1SC(=O)N(Cc2ccccc2)C1=O)Nc1nccs1 (configuration not stated),-3%,5%,5%,0%,5%,7%,-5%,-2%
CCOC(=O)CN1C(=O)C(O)(CC(=O)c2ccc3c(c2)CCCC3)c2ccccc21 (configuration not stated),10µM*,-15%,9%,-2%,?,-4%,-11%,1%
COc1cc(C)c(C(=O)Oc2cc(C)c(C(=O)O)c(O)c2)c(O)c1,nt,nt,-5%,6%,nt,14%,-3%,-17%
Cc1ccc(OC2=NS(=O)(=O)c3ccccc32)cc1,-12%,-10%,-3%,-8%,?,-3%,-5%,3%
Clc1ccc(-c2csc3ncnc(Cl)c23)cc1,-4%,-38%[inhibitor],7%,-5%,6%,11%,-7%,11%
CC(=O)N1CCN(c2nc3cc4c(cc3nc2NS(=O)(=O)c2ccccc2)OCCO4)CC1,?,12%,3%,11%,5%,?,4%,0%
Cc1ccccc1NC(=O)C1CC(=O)n2ncnc2N1 (configuration not stated),nt,nt,-9%,1%,nt,4%,1%,-5%
FC(F)(F)c1nnc2ccc(N3CCCC3)nn12,5%,-12%,3%,2%,-16%,2%,0%,8%
Cc1ccc(O)c(C2=NOC(O)(C(F)(F)F)C2)c1 (configuration not stated),3%,0%,13%,6%,-7%,-5%,2%,7%
Cc1cc(C(=O)Nc2ccc3[nH]ccc3c2)no1,4%,nt,2%,-6%,-15%,1%,2%,-3%
O=C(CSc1ncn[nH]1)NN(c1ccccc1)c1ccccc1,12%,13%,-12%,4%,4%,-9%,-4%,10%
COc1cc(CO)cc(Br)c1OCc1cccnc1,7%,nt,nt,-13%,1%,-1%,2%,1%
COc1ccc(-c2csc3ncn(-c4ccccc4OC)c(=O)c23)cc1OC,-5%,6%,-3%,1%,-10%,2%,7%,-1%
COCCNC(=S)N/N=C1\CC(C)CC(C)(C)C1 (configuration not stated),8.9µM*,-6%,13%,4%,-5%,?,-4%,0%
Clc1ccc(-c2noc(/C=C/c3ccccc3)n2)cc1,-1%,nt,98%[activator],3%,10%,1%,5%,0%
Cn1nc(C(=O)NCc2ccco2)c2ccccc2c1=O,13µM*,25%,-8%,-5%,2%,6%,-5%,10%
CCC(C)N(CCNC(=O)CC1Oc2ccccc2NC1=O)C1CCCCC1 (configuration not stated),8%,-8%,-1%,-18%,-6%,-12%,3%,17%
Cc1ccc(F)cc1NC(=O)c1cccc2nccnc12,10%,23%,8%,-14%,-6%,-1%,-4%,5%
O=S1(=O)CCC(N2CCOCC2)C1 (configuration not stated),-2%,-18%,-6%,1%,-4%,-3%,-2%,3%
COC(=O)c1ccc(CSc2nc(-c3ccccc3)cs2)o1,-4%,2%,-1%,0%,-2%,-4%,-5%,6%
COc1ccc(OC)c(S(=O)(=O)N(C)CC(=O)N2CCN(c3ccc(F)cc3)CC2)c1,?,-20%,-16%,1%,-4%,-2%,-5%,6%
O=c1c2ccccc2nnn1CSc1nnc2sc3ccccc3n12,13µM*,2.2µM*,3%,-3%,?,1%,-3%,4%
COc1ccc(CCNC(=O)CN2CCN(Cc3ccccc3F)C2=O)cc1OC,nt,nt,6%,6%,nt,0%,-2%,2%
CCn1c(=O)c(C(=O)NCc2ccc(OC)c(OC)c2)c(O)c2ccccc21,10%,nt,nt,-10%,-3%,-7%,1%,5%
CC(=O)c1cccc(NC(=O)NNC(=O)c2ccc(Cl)cc2Cl)c1,?,nt,6%,2%,5%,4%,0%,-12%
CCC(c1ccccc1)c1nc(-c2ccccn2)no1 (configuration not stated),3%,6%,2%,2%,-8%,5%,-1%,-9%
NC(=O)N/N=C/c1ccc([N+](=O)[O-])o1,?,-40%&-9%[inhibitor],17%&0%&3%,-7%&2%,nt,?,-14%&0%,nt
Cc1nnc(SCc2ccc(F)cc2)s1,4%,5%,-6%,0%,-4%,5%,-6%,-13%
Cc1ccccc1CS(=O)(=O)Cc1ccc(C(=O)NCc2ccccn2)o1,?,6%,-101%,-3%,-13%,5%,-9%,7%
CCn1c(SCC(=O)N2CCCc3ccccc32)nnc1-c1ccco1,22µM*,8%,3%,2%,6%,5%,2%,9%
CCN(C(=O)CSc1nc2nc(C)cc(C)n2n1)c1cccc(C)c1,?,1%,8%,5%,-15%,-1%,1%,10%
CCc1ccc(/C=C/c2c[nH]c3ccccc23)[n+](CC)c1,-5%,-61%[inhibitor],6.3µM*,-8%,-2%,?,-13%,9%
Cc1ccc(-n2cccc2/C=C2\C(=N)N3N=C(c4ccco4)SC3=NC2=O)cc1,-3%,-2%,32%[activator],5%,-12%,-19%,nt,3%
O=S(=O)(NCCCCCNS(=O)(=O)c1ccccc1)c1ccccc1,0.56µM*,-38%[inhibitor],-7%,-29%,?,?,-14%,-4%
Cc1cccc(C)c1NC(=S)/C(=C(\[O-])c1cccs1)[n+]1ccccc1,-3%,-9%,2%,0%,3%,5%,6%,0%
Cc1ccc(S(=O)(=O)N(CCC(=O)O)Cc2ccc(Cl)cc2)cc1,9%,-3%,3%,-12%,-3%,3%,-7%,2%
O=C(c1ccc(Cl)cc1Cl)C1(n2cncn2)Oc2ccccc2C1O (configuration not stated),-3%,-1%,-6%,-6%,-5%,0%,-9%,?
COc1ccccc1-c1ccc(=O)n(CC(=O)NCC2CCCO2)n1 (configuration not stated),0%,nt,13%,-5%,-7%,3%,-2%,-7%
Cc1ccc(C(=O)NNC(=O)CCC(=O)Nc2cc(C)on2)cc1,2%,11%,4%,-12%,7%,-2%,-8%,-3%
O=C(/C=C\c1ccccc1)Nc1nccs1,3%,4µM*,3%,5%,-2%,?,3%,3%

# An excerpt, so the mix of outcomes need not match the whole.
